Assay outcomes as filed in PubChem.
GC-A act = GC-A (human) enzyme activation; HEK293 GC-A cells, cGMP TR-FRET, EC30 ANP; 0% at EC30 ANP, 100% saturating ANP; activation, % at 10 µM; 370,000 compounds, 0.14% hits; P16066; in the data active means activation above about 40%
Target sequence (P16066 whole entry, looked up): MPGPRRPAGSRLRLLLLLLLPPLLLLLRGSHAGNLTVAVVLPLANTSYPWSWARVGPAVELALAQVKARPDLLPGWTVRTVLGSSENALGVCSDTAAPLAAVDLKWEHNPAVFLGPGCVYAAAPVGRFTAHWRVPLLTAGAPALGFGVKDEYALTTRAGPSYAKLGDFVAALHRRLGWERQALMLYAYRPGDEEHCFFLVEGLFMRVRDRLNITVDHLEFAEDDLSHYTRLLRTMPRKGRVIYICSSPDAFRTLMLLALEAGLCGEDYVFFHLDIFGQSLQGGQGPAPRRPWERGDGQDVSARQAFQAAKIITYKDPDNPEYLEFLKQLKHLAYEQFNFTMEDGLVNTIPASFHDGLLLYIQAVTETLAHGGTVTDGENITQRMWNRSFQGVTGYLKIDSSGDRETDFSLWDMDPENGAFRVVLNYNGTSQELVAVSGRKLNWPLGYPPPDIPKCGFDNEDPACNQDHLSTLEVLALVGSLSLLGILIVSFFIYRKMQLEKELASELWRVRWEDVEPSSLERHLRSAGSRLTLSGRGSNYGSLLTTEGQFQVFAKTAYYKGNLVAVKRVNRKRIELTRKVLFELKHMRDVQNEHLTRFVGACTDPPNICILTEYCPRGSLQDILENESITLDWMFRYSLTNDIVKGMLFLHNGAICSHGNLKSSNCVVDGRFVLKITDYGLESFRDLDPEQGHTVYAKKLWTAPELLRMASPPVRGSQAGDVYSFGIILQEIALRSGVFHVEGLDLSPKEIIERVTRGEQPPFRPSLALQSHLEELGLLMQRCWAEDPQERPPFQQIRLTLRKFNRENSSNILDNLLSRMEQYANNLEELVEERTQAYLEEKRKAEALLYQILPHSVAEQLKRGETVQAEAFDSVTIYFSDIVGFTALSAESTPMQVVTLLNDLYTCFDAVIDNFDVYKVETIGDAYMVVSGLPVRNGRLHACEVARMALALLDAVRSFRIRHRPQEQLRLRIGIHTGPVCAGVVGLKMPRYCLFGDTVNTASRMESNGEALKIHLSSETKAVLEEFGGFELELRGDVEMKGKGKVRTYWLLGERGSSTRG
hgDAF12 agonist = hgDAF-12 agonism, primary luciferase screen | HEK293 GAL4-hgDAF12 UAS-luciferase reporter, agonist luminescence; normalized to butyrate control | activation, % at 6.8 µM | 370,000 compounds, 1.8% hits | AID 687014;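 active means activation above a cutoff set at the mean of all screened compounds plus 3 SD, cut at about 10% in these data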;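 further: 0% = DMSO wells and 100% = sodium butyrate wells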
ADAM17 inh = ADAM17 inhibition, QFRET primary screen | P78536 | recombinant ADAM17, EDANS/DABCYL FRET peptide cleavage | inhibition, % at 6.95 µM | 370,000 compounds, 0.83% hits | AID 720648;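 active means inhibition above the mean of compounds lying between control limits plus 3 SD, set per campaign, cut at about 8.5% in these data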;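 further: 0% = DMSO-only wells as the low control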
GAA850 FXN act = activators of GAA850 frataxin (FXN) promoter | HEK293 lucGAA850 FXN promoter luciferase reporter, 24 h; percent of 10 µM SAHA response | activation, % at 6 µM | 360,000 compounds, 0.56% hits;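 active means activation above the average of all compounds screened plus 3 SD, cutoff fixed separately per campaign, cut at about 7.5% in these data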;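 further: 0% = DMSO wells and 100% = 10 µM SAHA wells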
ADAM10 inh = inhibits human ADAM10. recombinant ADAM10, EDANS/DABCYL FRET peptide cleavage, 3 h. inhibition, % at 7 µM. 370,000 compounds, 0.62% hits;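 active means inhibition above a per-campaign cutoff equal to the mean of compounds falling between control-based bounds plus 3 SD, cut at about 20% in these data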;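 further: 0% = DMSO wells while the 100% control is not disclosed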
DAX1 inh-1 = DAX1 (NR0B1) inhibition, primary screen; HEK293T StAR-luciferase reporter, SF-1/DAX-1 repression relief; inhibition, % at 6.8 µM; AID 652010; 370,000 compounds, 1.1% hits;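 active means inhibition above the mean over all tested compounds plus 3 SD, cut at about 3.6% in these data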;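 further: 0% = DAX-1 cells with DMSO and 100% = cells lacking DAX-1 with DMSO; higher inhibition means more luminescence from relief of DAX-1 repression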
SMARCA2 act = increases SMARCA2 function in MMTV reporter cells; 370,000 compounds, 1% hits; MG213 cells, MMTV-luciferase reporter, dexamethasone, overnight; activation, % at 9.1 µM; AID 652017; in the data active means activation above about 7.8%;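 further: 0% = vehicle wells and 100% = reference activator wells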
DAX1 inh-2 = NR0B1 (DAX1) inhibition; AID 504766; 340,000 compounds, 0.99% hits; HEK293 Gal4-DAX1 luciferase reporter, luminescence; inhibition, % at 6.75 µM;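 active means inhibition above the mean over all tested compounds plus 3 SD, cut at about 4.2% in these data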;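 further: 0% = DAX1-transfected cells with DMSO and 100% = empty-vector control cells with DMSO; inhibition shows as a rise in luminescence from relieved DAX1 repression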
PG9 Ab binder = small molecules binding HIV-1 gp120 antibody PG9. TR-FRET gp120-PG9 antibody binding. inhibition, % at 6.7 µM. 360,000 compounds, 0.43% hits; in the data active means inhibition above about 8.5%
hcDAF-12 act = H. contortus DAF-12 activation, primary screen; HEK293 hcDAF-12 lit1-tk-luc reporter, luminescence; 0% DMSO, 100% Δ7-dafachronic acid; activation, % at 6.8 µM; 370,000 compounds, 1.4% hits;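 active means activation above the mean of all tested compounds plus 3 SD, cut at about 5.5% in these data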;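 further: 100% = response to 3 µM Δ7-dafachronic acid high control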
ssDAF-12 act = activates DAF-12 receptor from parasite S. stercoralis; HEK293 ssDAF-12/GRIP1 lit1-tk-luc reporter, luminescence; % of 3 µM dafachronic acid response; activation, % at 6.8 µM; 370,000 compounds, 1% hits; AID 652126;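 active means activation above the mean over all tested compounds plus 3 SD, cut at about 0.9% in these data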;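 further: 0% = DMSO-only wells and 100% = 3 µM delta7-dafachronic acid wells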
Active calls of the source: *; x = no result given.

No.	SMILES	GAA850 FXN act	ssDAF-12 act	GC-A act	ADAM10 inh	hgDAF12 agonist	PG9 Ab binder
1	Cc1ccc(-c2nnc(SCC(=O)NN=Cc3c[nH]c4ccccc34)n2-c2ccccc2)cc1	x	-0.8	-13	14	6.6	x
2	CCOC(=O)Cn1nc(-c2ccccc2)ccc1=O	2.0	-0.9	3	-4	2.8	3.3
3	CCOc1ccccc1NC(=O)CSc1nnc(SCc2ccccc2)s1	x	-0.7	-3	14	2.8	x
4	COc1ccc(OCC(=O)N2CCN(S(=O)(=O)c3ccc(Cl)s3)CC2)cc1	1.8	-0.6	-5	-6	2.6	0.2
5	O=C1C2CC=CCC2C(=O)N1c1ccc(NCCc2ccccc2F)c([N+](=O)[O-])c1 (configuration not stated)	2.6	-1.0	3	-2	0.4	0.6
6	N#Cc1ccc(C(=O)Nc2ccc([N+](=O)[O-])cc2)c(F)c1	0.2	-0.9	2	0	3.3	-0.1
7	COc1ccc(Cc2nc3ccc(C(=O)NCCn4ccnc4C)cc3o2)cc1OC	-1.3	-0.9	2	-7	-1.0	-0.4
8	Cn1c(NC(=O)c2ccc(F)c(F)c2)cc(=O)n(C)c1=O	-0.6	-1.9	8	-101	-0.2	-0.7

No.	hcDAF-12 act	DAX1 inh-2	SMARCA2 act	DAX1 inh-1	ADAM17 inh
1	-0.1	x	1	-1.7	6
2	-2.2	0.8	1	-0.5	-6
3	-3.5	x	3	0.7	6
4	-1.1	-0.6	2	-1.3	-3
5	-1.8	0.8	-2	-0.2	2
6	-2.3	-0.5	-2	-1.0	4
7	1.0	-0.6	0	-1.5	-8
8	0.8	0.0	-1	0.7	-1

Later entries
No.	SMILES	GAA850 FXN act	ssDAF-12 act	GC-A act	ADAM10 inh	hgDAF12 agonist	PG9 Ab binder
9	O=C(O)C1CCCCC1C(=O)NC1CCCCC1 (configuration not stated)	-1.6	-1.3	-1	3	-2.0	-2.5
10	COc1ccc(-c2ncc(CN3CCN(CCC(C)C)C(CCO)C3)cn2)cc1 (configuration not stated)	2.7	-0.8	0	-3	3.3	-1.7
11	CN1CCN(C(=O)CSc2ccc(C(F)(F)F)cc2[N+](=O)[O-])CC1	1.8	-1.1	-3	7	-1.4	-0.3
12	O=C(NCc1ccccc1)c1ccc(Cl)nc1	2.7	-0.6	0	3	-1.1	1.9
13	CCOC(=O)C1CCN(S(=O)(=O)c2c(C)[nH]c(=O)[nH]c2=O)CC1	-1.0	-0.8	4	0	0.8	1.0
14	O=C(CSc1nc2ccccc2[nH]1)N/N=C/C=C\c1ccccc1[N+](=O)[O-]	0.4	-0.5	-7	6	0.4	-2.7
15	O=C(O)c1ccccc1SCc1cn2cc(Cl)ccc2n1	1.3	-0.5	5	-6	2.0	1.8
16	CC(=O)Nc1ccc(S(=O)(=O)N2CCSc3ccccc32)cc1	-3.1	-1.5	0	-1	0.8	-1.3

No.	hcDAF-12 act	DAX1 inh-2	SMARCA2 act	DAX1 inh-1	ADAM17 inh
9	-0.8	-0.5	-1	0.4	0
10	0.1	0.5	0	1.4	-1
11	0.4	0.4	1	0.5	4
12	-2.9	x	-3	0.3	-5
13	-1.1	-0.9	-1	-1.3	-5
14	1.3	-0.6	-1	-0.2	2
15	-1.5	-1.7	5	1.2	6
16	-1.0	-5.0	3	-3.5	1

The list continues:
No.	SMILES	GAA850 FXN act	ssDAF-12 act	GC-A act	ADAM10 inh	hgDAF12 agonist	PG9 Ab binder
17	COc1ccc(C(=O)O)cc1S(N)(=O)=O	0.7	-0.7	1	1	1.5	-1.5
18	COc1cc2c3c(c1)/C(=C1/SC(NC(C)=O)=NC1=O)C(=O)N3C(C)(C)C=C2C	0.2	-0.5	-6	6	-2.7	-1.9
19	COc1ccc([C@H]2CC(=O)C=C(c3ccc(SC)cc3)C2)cc1OC	1.6	0.3	0	-15	0.9	1.1
20	Cc1ccccc1N1C(N)=NC(N)=NC1(C)C	2.0	-1.4	x	2	4.3	-1.5
21	Cc1nnc2c(NC3CCCCC3)nc3ccccc3n12	1.8	-1.0	7	1	0.3	0.3
22	CCCCCCCCN1C(=O)[C@@H](CC(=O)N2CCCC2)C[C@@]2(C(=O)OC)C1=C[C@H](C(C)C)O[C@@H]2C1CC1	x	-0.8	2	10	-0.2	x
23	CCN(CC(=O)Nc1ccc(N2CCOCC2)cc1)C(=O)COc1ccccc1OC	2.1	-1.5	-1	3	3.0	-3.0
24	CCN(CC)S(=O)(=O)c1ccc(N2CCOCC2)c(NC(=O)c2ccc3ccccc3c2)c1	1.8	-0.7	-1	0	0.4	-0.1

No.	hcDAF-12 act	DAX1 inh-2	SMARCA2 act	DAX1 inh-1	ADAM17 inh
17	0.2	0.5	1	-0.6	-7
18	-2.1	-0.6	3	-0.6	0
19	0.4	2.6	0	0.1	-6
20	-0.7	1.4	1	0.3	-2
21	-2.6	1.8	-1	-0.1	-7
22	0.0	x	-3	-1.4	3
23	0.3	-1.0	4	0.1	0
24	-0.9	0.3	2	-0.5	-1

Exported with one line to a screen: 6 of the compounds above
17	COc1ccc(C(=O)O)cc1S(N)(=O)=O
18	COc1cc2c3c(c1)/C(=C1/SC(NC(C)=O)=NC1=O)C(=O)N3C(C)(C)C=C2C
19	COc1ccc([C@H]2CC(=O)C=C(c3ccc(SC)cc3)C2)cc1OC
20	Cc1ccccc1N1C(N)=NC(N)=NC1(C)C
21	Cc1nnc2c(NC3CCCCC3)nc3ccccc3n12
22	CCCCCCCCN1C(=O)[C@@H](CC(=O)N2CCCC2)C[C@@]2(C(=O)OC)C1=C[C@H](C(C)C)O[C@@H]2C1CC1

| Assay by compound | 17 | 18 | 19 | 20 | 21 | 22 |
| --- | --- | --- | --- | --- | --- | --- |
| GAA850 FXN act | 0.7 | 0.2 | 1.6 | 2.0 | 1.8 | x |
| ssDAF-12 act | -0.7 | -0.5 | 0.3 | -1.4 | -1.0 | -0.8 |
| GC-A act | 1 | -6 | 0 | x | 7 | 2 |
| ADAM10 inh | 1 | 6 | -15 | 2 | 1 | 10 |
| hgDAF12 agonist | 1.5 | -2.7 | 0.9 | 4.3 | 0.3 | -0.2 |
| PG9 Ab binder | -1.5 | -1.9 | 1.1 | -1.5 | 0.3 | x |
| hcDAF-12 act | 0.2 | -2.1 | 0.4 | -0.7 | -2.6 | 0.0 |
| DAX1 inh-2 | 0.5 | -0.6 | 2.6 | 1.4 | 1.8 | x |
| SMARCA2 act | 1 | 3 | 0 | 1 | -1 | -3 |
| DAX1 inh-1 | -0.6 | -0.6 | 0.1 | 0.3 | -0.1 | -1.4 |
| ADAM17 inh | -7 | 0 | -6 | -2 | -7 | 3 |

New compounds follow.
No.	SMILES	GAA850 FXN act	ssDAF-12 act	GC-A act	ADAM10 inh	hgDAF12 agonist	PG9 Ab binder
25	CCNC(=O)C1CCCN(Cc2ccc(OCc3ccccc3)cc2)CC1 (configuration not stated)	1.2	-1.6	2	-1	3.9	-1.6
26	O=C(Nc1cccc([N+](=O)[O-])c1)N(c1ccccc1)c1ccccc1	4.2	-1.3	-10	-2	-1.7	1.9
27	COc1ccc(N(C(=O)C2CCCCC2)C2C=CS(=O)(=O)C2)c(OC)c1 (configuration not stated)	-0.9	-0.6	-33	-2	-1.6	1.4
28	Oc1ccc(/C=N\Nc2cc(N3CCOCC3)nc(N3CCOCC3)n2)c(O)c1	-0.3	-1.7	-1	-31	-1.0	-12
29	O=C(Nc1ccc(N2CCOCC2)c2nonc12)C1CCCC1	3.5	-1.4	-3	-1	1.3	-6.6
30	Cc1ccc(S(=O)(=O)N2[C@@H](c3ccc(Br)cc3)C(C(=O)O)=C[C@H]2CC2CCCC2)cc1	-0.4	-0.7	-3	-8	-3.0	-0.8
31	CCCC1CCC2(CC1)CCC2OC(=S)NCc1cccc(F)c1 (configuration not stated)	x	-1.6	-2	2	1.3	x
32	Cc1cc(=O)[nH]c(SCC(=O)Nc2cc(S(=O)(=O)N3CCCC3)ccc2Cl)n1	0.1	-1.4	0	-6	-0.1	0.2

No.	hcDAF-12 act	DAX1 inh-2	SMARCA2 act	DAX1 inh-1	ADAM17 inh
25	1.1	x	-1	-0.3	-1
26	-1.9	-0.4	-4	0.5	-2
27	0.2	-1.0	6	0.1	-1
28	-2.3	-1.9	0	-0.6	-1
29	-1.6	0.7	2	-0.2	-2
30	0.3	-0.1	-4	0.4	1
31	-1.7	x	x	x	-1
32	0.9	0.0	-1	0.4	-8

The list continues.
No.	SMILES	GAA850 FXN act	ssDAF-12 act	GC-A act	ADAM10 inh	hgDAF12 agonist	PG9 Ab binder
33	O=C(CSc1nnc(CNc2ccc(F)cc2)n1Cc1ccccc1)N1CCOCC1	1.1	-1.1	7	-6	1.8	-0.8
34	O=C(CSc1ccccc1)Nc1cccc(S(=O)(=O)N2CCOCC2)c1	-0.4	-1.3	0	1	-2.9	-1.3
35	CCOc1ccc(N2C(=O)c3ccc(C(=O)OCc4c(C)noc4C)cc3C2=O)cc1	-1.3	-0.5	2	-3	-1.6	1.0
36	Cc1ccc(N2CC(C(=O)Nc3nnc(C(C)C)s3)CC2=O)cc1 (configuration not stated)	3.3	-1.5	4	-3	0.9	-0.6
37	O=C1Nc2ccccc2-n2nnnc2C1N1CCN(c2cccc(C(F)(F)F)n2)CC1 (configuration not stated)	x	-0.7	-13	-7	0.6	1.1
38	CCc1ccc(S(=O)(=O)Nc2cccc(C3OCCCO3)c2)cc1	-0.5	-1.7	-3	7	-5.0	-2.0
39	CCn1c(CC(=O)Nc2ccccc2OC)nnc1SCC(=O)Nc1ccccc1F	0.0	-1.5	4	-6	-1.6	-0.4
40	CC(C)C(=O)Nc1ccc(C(=O)NNC(=S)NC(=O)c2ccco2)cc1	-0.5	-1.4	0	-7	-4.8	-0.5
41	COCCn1c(SCC(=O)Nc2cc(C)on2)nc2ccccc21	-0.2	-1.4	3	0	-3.6	-0.2
42	O=C(O)c1ccccc1Nc1cccc(OCc2ccc3ccccc3n2)c1	-1.4	-0.6	-1	5	2.7	-2.7

No.	hcDAF-12 act	DAX1 inh-2	SMARCA2 act	DAX1 inh-1	ADAM17 inh
33	-2.6	0.1	0	-1.0	-6
34	-1.1	-0.3	-1	-0.2	0
35	-1.1	0.5	-2	-0.2	-4
36	-1.1	0.0	-4	1.8	-4
37	-0.1	x	3	-1.9	-2
38	-1.8	x	-2	-1.1	0
39	-0.9	1.2	-2	0.8	-2
40	-0.5	-0.8	-3	0.4	-3
41	-1.0	-0.6	1	-1.1	-4
42	6.6*	0.0	2	0.7	-3
